Assay outcomes as filed in PubChem.
GLP-1R agonist: agonists of human GLP-1 receptor | P43220 | HEK293 GLP-1R CRE-luciferase, luminescence, 4-6 h; cells express a hypersensitive GLP-1R form | Potency, µM (top dose mostly 45.6 µM), for the others: at the highest dose activation, most hits filed as activators | 380,000 tested, 0.007% active | AID 624172; also: potency is read from the fitted curve at half-maximal effect; % of control where 0% means no effect
Target sequence (P43220 whole entry, looked up): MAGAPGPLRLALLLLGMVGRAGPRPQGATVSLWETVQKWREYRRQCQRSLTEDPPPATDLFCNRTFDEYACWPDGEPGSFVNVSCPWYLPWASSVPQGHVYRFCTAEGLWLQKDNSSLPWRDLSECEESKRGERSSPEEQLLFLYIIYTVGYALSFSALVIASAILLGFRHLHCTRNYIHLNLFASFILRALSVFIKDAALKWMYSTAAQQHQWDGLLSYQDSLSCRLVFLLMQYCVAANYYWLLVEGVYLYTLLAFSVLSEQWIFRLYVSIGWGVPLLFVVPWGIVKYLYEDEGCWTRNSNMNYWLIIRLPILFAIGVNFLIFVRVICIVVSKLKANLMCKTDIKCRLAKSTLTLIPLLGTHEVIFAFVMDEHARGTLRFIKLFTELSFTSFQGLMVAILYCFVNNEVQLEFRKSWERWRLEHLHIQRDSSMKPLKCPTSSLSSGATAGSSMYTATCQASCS
HT1080NT lethal: kills 2HG-producing HT-1080-NT fibrosarcoma cells; HT-1080-NT fibrosarcoma viability, CellTiter-Glo ATP luminescence, 48 h; Potency, µM (highest dose often 46.1 µM), for inactives: at the top dose activity, negative = less viability, actives largely listed as cytotoxic; 360,000 tested, 1.6% active; AID 686970;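 also: NT is the 2HG producing partner of a matched IDH1 knockdown line; potency is read from the fitted curve at half-maximal effect; 0% = DMSO-treated cells and -100% = media-only wells without cells; nearly all actives have a fitted effect of over 55% in size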
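HT-1080-NT fibrosarcoma cells (2HG-overproducing), 750 cells/well in RPMI with 5% FBS, dosed after 2 h and incubated 48 h at 37C. CellTiter-Glo luminescence normalized to DMSO and no-cell wells; concentration-response curves fitted and classed.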
KB-V1 MDR tox: kills drug-selected multidrug resistant KB-V1 cells; KB-V1 MDR cells viability, CellTiter-Glo, 72 h; Potency, µM (series often up to 46.1 µM), for the others: at the top dose activity change, negative = cytotoxicity, usual class: cytotoxic; 400,000 tested, 3.4% active; AID 1347076; also: potency is read from the fitted curve at half-maximal effect; % is scaled to controls: 0 for no effect and ±100 for the full control effect; nearly all actives have a fitted effect of over 60% in size
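KB-V1 cells (P-gp-expressing MDR subline of KB-3-1) in phenol-red-free DMEM with 10% FBS were exposed to library compounds over a concentration series for 72 h at 37 degrees C. Viability read by CellTiter-Glo luminescence; concentration-effect curves fitted after normalization.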
D3 ag: D3 dopamine receptor (human) agonism | max activation, % | AID 652048 | D3R DiscoveRx beta-arrestin cells, luminescence, 90 min | 410,000 tested, 0.58% active | P35462; in the data active = max activation above about 30%; also: 0% is about no effect; mostly tested at two doses, the higher about 12 µM
Target sequence (P35462 whole entry, looked up): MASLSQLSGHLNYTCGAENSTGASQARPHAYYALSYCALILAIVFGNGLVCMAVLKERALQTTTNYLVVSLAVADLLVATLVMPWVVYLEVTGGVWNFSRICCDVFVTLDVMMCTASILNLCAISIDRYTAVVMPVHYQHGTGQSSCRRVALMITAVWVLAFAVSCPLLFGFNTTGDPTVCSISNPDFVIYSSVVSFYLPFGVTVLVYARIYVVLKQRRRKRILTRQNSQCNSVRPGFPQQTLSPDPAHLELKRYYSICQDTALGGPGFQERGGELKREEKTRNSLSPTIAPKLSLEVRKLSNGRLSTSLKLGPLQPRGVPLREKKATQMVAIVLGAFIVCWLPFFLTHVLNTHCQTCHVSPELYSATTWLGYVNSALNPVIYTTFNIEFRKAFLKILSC
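Agonist-mode cell screen: cells plated at 1500/well and incubated overnight at 37 °C, then exposed to library compounds for 90 min at 37 °C. Detection reagent was added for 30–60 min at room temperature, and luminescence was read.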
KB-3-1 tox: KB-3-1 parental cell cytotoxicity; KB-3-1 viability, CellTiter-Glo ATP luminescence, 72 h; AID 1347075; Potency, µM (highest dose often 46.1 µM), for the others: at the highest dose activity change, negative = cytotoxic, most hits filed as cytotoxic; 400,000 tested, 1.4% active; also: potency is read from the fitted curve at half-maximal effect; % is scaled to controls: 0 for no effect and ±100 for the full control effect; nearly all actives have a fitted effect of over 60% in size
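Luminescent ATP read-out (CellTiter-Glo) measures survival of drug-naive KB-3-1 cells after 72 h compound exposure at 37 °C. Titration series was screened from lowest to highest concentration, with DMSO vehicle plates as background controls.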
IL-1B inflam inh: inflammasome signaling inhibition, IL-1 beta readout; THP-1 LPS/ATP IL-1B secretion, AlphaLISA, 16 h; hits give low values; activity change, % at 57.5 µM; 360,000 tested, 4.7% active; AID 743279; in the data active = activity change below about -50%; inconclusive = mostly about -30% to -49%; also: % is scaled to controls: 0 for no effect and ±100 for the full control effect
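Secreted IL-1B measured by AlphaLISA bead assay after 16 h compound exposure of THP-1 cells; compounds (final up to 57.5 uM) added 1 h before LPS (250 ng/mL) and ATP (1.25 mM) stimulation; lower signal means less secretion.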
SW480 rerep: DNA re-replication induction in SW480 cells | SW480 DNA re-replication, Hoechst DNA content imaging, 48 h | Potency, µM (doses to about 46.1 µM), without a hit: at the top dose re-replication activation, most hits filed as activators | 340,000 tested, 1.8% active | AID 624297; also: potency is read from the fitted curve at half-maximal effect; % of control where 0% means no effect; nearly all actives have a fitted effect of over 55% in size
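250 cells/well; 23 nL cpd via pin tool; 48 hr, 37 C, 5% CO2; Hoechst 40 min; imager read of total nuclear intensity, ex 405/em 500-530 nm.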
HT1080 IDH1KD tx: kills HT-1080 cells with IDH1 knockdown. Potency, µM (series often up to 46.1 µM), inactives show top-dose activity, negative = toxicity, hits mostly cytotoxic. AID 686971. HT-1080 IDH1 knockdown viability, ATP luminescence, 48 h. 360,000 tested, 2% active;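 also: potency is read from the fitted curve at half-maximal effect; 0% = DMSO wells and -100% = cell-free medium wells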
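% activity derives from luminescence (CellTiter-Glo), normalised to DMSO and no-cell wells. HT-1080-IDH1KD cells, 750/well, had 48 h compound exposure at 37 °C.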
DRD3 antagonist: blocks the human D3 dopamine receptor; max response, negative = inhibition, %; 360,000 tested, 2.5% active; P35462; D3R cells, DiscoveRx beta-arrestin luminescence, antagonist mode; hits give low values; in the data active = max response below about -50%; inconclusive = no clear call, values can overlap the other calls; also: % is scaled to controls: 0 for no effect and ±100 for the full control effect; mostly tested at two doses, the higher about 12 µM
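Cells expressing the human receptor were seeded at 1500 cells/well, incubated overnight at 37 degrees C in 5% CO2, then exposed to library compounds with dopamine controls for 90 minutes at 37 degrees C before luminescent detection.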
* marks the source's active call; other numbers are inactive results; ? = inconclusive; nt = no result given; [ ] = another dose, or the depositor's remark. Unless noted, calls follow the shape of the dose curve; as a rule, active = well fitted curve in the direction sought with a large enough effect; inconclusive = small, poorly fitted or top-dose-only effect, or another doubt; inactive = no such curve, though single readings can be large; an effect the other way counts as inactive or inconclusive. Hits appear at their usual frequency. About 12% of those tested had a hit in this group.

SMILES	GLP-1R agonist	HT1080NT lethal	KB-V1 MDR tox	D3 ag	KB-3-1 tox	IL-1B inflam inh	SW480 rerep	HT1080 IDH1KD tx	DRD3 antagonist
COc1ccccc1/C=C/C=N/n1c(-c2n[nH]c3c2CCC3)n[nH]c1=S	3%	-2%	?	-12	-19%	-23	11%	?	-22
Cc1n[nH]c(C)c1Sc1ccccc1N	6%	4%	1%	4	13%	37	-7%	9%	4
CN(C(=O)COC(=O)c1c[nH]c(=O)[nH]c1=O)C1CCCCC1	0%	11%	2%	1	0%	8	-1%	17%	?
Cc1ccccc1S(=O)Cc1ccc(C(=O)NC2CCCCCC2)o1 (stereo not given)	-3%	nt	-18%	-11	14%	nt	nt	nt	nt
Cc1cc(Oc2ccccc2)nc(SCC(=O)Nc2ccccc2)n1	0%	-6%	?	0	-2%	2	-12%	-5%	5
O=C(NNC1=NCCN1Cc1ccccc1)c1cccc(C(F)(F)F)c1	-7%	-5%	-2%	-25	-8%	-9	-13%	7%	-27
COc1cc(/C=N/n2nnnc2N)ccc1OCC(N)=O	1%	-2%	9%	-4	0%	-5	3%	-1%	0
CCOc1cc(N2CCOCC2)c(OCC)cc1NC(=O)COC(=O)C1CCCN1S(=O)(=O)c1ccccc1F (stereo not given)	19%	-15%	0%	-5	0%	36	24%	?	28
NC(=O)CC(NC(=O)Cc1cccc2ccccc12)c1ccc(NCCCN2CCCC2=O)c([N+](=O)[O-])c1 (stereo not given)	-2%	13%	16%	-27	0%	0	2%	-1%	-2
C[C@@H]1[C@H]2[C@@H](O[C@@H]3O[C@H](CO)[C@@H](O)[C@H](O)[C@H]3O)OC=C(C(=O)O)[C@H]2C[C@@H]1O	-15%	?	?	43*	?	4	-1%	-3%	-12
CC(=O)c1cccc(NS(=O)(=O)c2c(C)n[nH]c2C)c1	4%	16%	24%	1	-5%	0	4%	11%	-7
O=C(COC(=O)c1cc(=O)[nH]c2ccccc12)NC(=O)NC1CCCCC1	-1%	0%	0%	-6	2%	44	?	1%	9
Cn1c(CCN2CCCCC2)nc2cc(NC(=O)COc3ccc(Cl)cc3)ccc21	11%	?	-10%	-16	?	-83*	?	?	-7
CN1CCN(C2=NC3(CCCC3)C(C#N)C(=O)N2)CC1 (stereo not given)	-3%	18%	8%	1	12%	27	1%	13%	-5
CC(C)N(C(=O)Cn1cc(SCC(=O)NCC2CCCO2)c2ccccc21)C(C)C (stereo not given)	1%	0%	?	-4	-1%	-9	?	1%	-23
COc1ccc(C2=C/C(=C\c3ccc(OC(C)=O)cc3)C(=O)O2)cc1	-5%	11%	0%	-5	11%	-7	-5%	10%	-12
Cc1ccccc1S(=O)(=O)Oc1ccccc1C(=O)Oc1ccccc1	0%	10%	-17%	-8	-3%	-4	1%	29%	27
COC(=O)c1cc(C(=O)Nc2ccc(C)cn2)cc([N+](=O)[O-])c1	1%	11%	?	1	14%	-7	1%	0%	?
CCC(CC)NC(=O)c1cccc(NC(=O)C(C)C)c1	5%	3%	-12%	-4	8%	34	-2%	10%	11
CCCCCCn1c(=O)[nH]c2nc3cc(N)c(C)cc3nc2c1=O	-9%	-20%	?	-4	?	?	?	-8%	30
Cc1nc2ccccc2c2oc(C(=O)NCC3COc4ccccc4O3)cc12 (stereo not given)	-6%	-17%	-16%	6	-7%	45	-2%	-15%	28
O=C(N/C(=C/c1cccc(Br)c1)C(=O)N1CCOCC1)c1ccco1	-2%	11%	1%	3	-2%	-14	nt	9%	0
Cc1cc(Br)ccc1NC(=O)CSCc1c(C)noc1C	11%	5%	-4%	-11	-14%	-8	7%	14%	-13
CCCS(=O)(=O)c1c(S(=O)(=O)CCC)c2ccc(C(N)=O)cn2c1C(=O)c1ccc(OC)cc1	6%	-3%	-14%	3	-9%	23	17%	-20%	12
Cc1cc(C)nc(/N=C(\N)N2CCCCC2)n1	2%	8%	-5%	4	-27%	?	-2%	14%	-15
COc1cc(OC)cc(N(C(=O)CNC(=O)c2cccs2)C(C(=O)NCC2CCCO2)c2ccc(OC)c(OC)c2)c1 (stereo not given)	6%	5%	7%	-7	13%	40	?	3%	-8
O=C(CN1C(=O)NC2(CCCC2)C1=O)OCCOc1ccccc1Cl	0%	21%	6%	1	13%	7	1%	23%	10
CCOC(=O)C(C)Sc1nc(C2CC2)cc(C(F)(F)F)c1C#N (stereo not given)	4%	0%	18%	1	16%	36	3%	-1%	24
COCCCN(C(=O)Cn1ncc2c(=O)oc3ccc(C)cc3c21)C(C)c1ccncc1 (stereo not given)	2%	-4%	-2%	-2	0%	8	-5%	-4%	-13
CCOC(=O)CN1C(=O)N(c2ccc(C)c(C)c2)S(=O)(=O)c2ccccc21	0%	nt	?	6	-1%	nt	nt	nt	nt
Cc1nn(C)cc1C(C)NC(=O)c1cc(COc2cccc3cnccc23)on1 (stereo not given)	4%	-10%	?	1	-6%	-13	-2%	?	18
Cc1ccc(C)c(N2CCN(CCCNC(=O)Cn3cc4c(n3)CCCCC4)CC2)c1	17%	?	21µM*	-13	?	?	13%	-26%	-96*
COc1cc(/C=C/C(=O)OCC(=O)c2ccc[nH]2)ccc1O	11%	-11%	7%	-4	-8%	-21	nt	-9%	0
Cc1cc([N+](=O)[O-])nn1CCCC(=O)Nc1cccnc1Cl	-1%	17%	-11%	-1	3%	-16	-6%	5%	3
Cn1c(=O)n(C)c2cc(NC(=O)c3ccccc3NS(C)(=O)=O)ccc21	11%	1%	7%	-5	-3%	41	-3%	0%	-17
O=C(CCC(=O)N1CCN(S(=O)(=O)c2ccc3ccccc3c2)CC1)NCC(F)(F)F	-4%	0%	-10%	2	-10%	6	-4%	0%	6
COc1cc(/C=N/NC(=O)c2ccccc2Cl)ccc1Oc1ccc([N+](=O)[O-])cn1	4%	-23%	?	0	0%	17	?	-20%	6
Cc1nnc(NC(=O)C(C)Sc2nncn2C)s1 (stereo not given)	0%	-13%	-5%	-10	19%	-10	1%	0%	-13
CCCCCN1CC(=O)N2C(C)c3[nH]c4ccccc4c3C[C@H]2C1=O (stereo not given in full)	-2%	0%	-4%	-1	2%	0	-3%	7%	7
OCCN1CCN(c2cnc(-c3ccsc3)cn2)CC1	-4%	16%	0%	1	0%	37	nt	?	19
CC(=O)c1ccccc1NC(=O)CN1C(=O)NC2(CCCCCCC2)C1=O	17%	-6%	-22%	6	-5%	21	1%	-9%	14
Cc1[nH]nc2c1[C@@H](c1ccccc1[N+](=O)[O-])C(C#N)=C(N)O2	-1%	-1%	2%	-2	-1%	-5	7%	-1%	0
Oc1ccc(Br)cc1-c1cc(-c2ccccc2Cl)[nH]n1	0%	?	?	8	?	24	5.2µM*	-17%	-25
CC(C)(C)N(NC(=O)Nc1ccc(Cl)c(Cl)c1)C(=O)c1ccccc1	-26%	21µM*	23µM*	1	?	-51*	-3%[9.22 µM]	18µM*	3
COc1cc(/C=N/Nc2nncn2N)ccc1OCc1c(C)no[n+]1[O-]	-4%	?	?	-11	-10%	23	1%	?	-2
CN(C)C(=O)CCc1ccc2c3c([nH]c2c1)[C@]1(C)[C@@H](C(=O)N2CCOCC2)C[C@H](CC(=O)NCc2cccc(C(F)(F)F)c2)C(=O)N1CC3	2%	-1%	-1%	-9	0%	-13	-2%	-1%	4
NC(=O)C1(N2CCCCC2)CCN(c2nc(-c3ccc(Br)cc3)cs2)CC1	24%	14%	23µM*	8	-1%	13	-3%	24%	17
CN(C)/C=C1/Nc2ccccc2C1=O	3%	-1%	24%	-4	0%	0	-2%	6%	?
O=C(NCC(c1ccco1)N1CCc2ccccc21)C(=O)Nc1ccccc1 (stereo not given)	12%	-14%	-4%	10	-3%	27	-476%[inhibitor]	-4%	-1
CC(=O)Oc1ccc2ccccc2c1C(NC(=O)Cc1ccccc1)c1ccccc1 (stereo not given)	-13%	?	0%	-17	1%	-9	17%	?	-15
COc1ccccc1NC(=O)CSCc1nc2ccccc2[nH]1	6%	5%	21µM*	-10	2%	13	-55%[inhibitor]	-1%	-3
Cc1ccc(S(=O)(=O)N2[C@@H](c3ccccc3F)C(C(=O)O)=CC[C@H]2c2ccc3c(c2)OCO3)cc1	-2%	4%	0%	15	8%	29	-10%	0%	-18
CCOCc1ccccc1Nc1ncnc2onc(-c3ccc(Cl)cc3)c12	0%	nt	-27%	2	0%	nt	nt	nt	nt
O=S(=O)(c1ccc(Br)s1)N1CCN(c2ccccc2)CC1	-2%	4%	?	-2	-20%	?	-5%	4%	6
CCOc1ccc(-c2n[nH]c(=S)c3ccccc23)cc1	16%	-16%	-2%	-10	-5%	35	-2%	-5%	-29
O=C(CC(=O)c1ccccc1)Nc1cccnc1Cl	6%	7%	-9%	-7	0%	-9	3%	-5%	20
CN1CCc2c(sc(/N=C/c3cc(Cl)ccc3O)c2C#N)C1	3%	4%	0%	21	-2%	18	14%	10%	-50*

Profiles from above. Order of screens: GLP-1R agonist, HT1080NT lethal, KB-V1 MDR tox, D3 ag, KB-3-1 tox, IL-1B inflam inh, SW480 rerep, HT1080 IDH1KD tx, DRD3 antagonist
Profile of CC(=O)Oc1ccc2ccccc2c1C(NC(=O)Cc1ccccc1)c1ccccc1 (stereo not given) : -13%, ?, 0%, -17, 1%, -9, 17%, ?, -15
Profile of O=C(CC(=O)c1ccccc1)Nc1cccnc1Cl : 6%, 7%, -9%, -7, 0%, -9, 3%, -5%, 20
Profile of COc1ccccc1NC(=O)CSCc1nc2ccccc2[nH]1 : 6%, 5%, 21µM*, -10, 2%, 13, -55%[inhibitor], -1%, -3
